MEKK2wt PB1 HTS = raises or lowers MEK5 binding to wildtype human MEKK2 PB1 domain; bead flow cytometry, Alexa488-MEK5 binding to MEKK2 WT; actives lie on both sides; binding response (% of control), % at 10 µM; 290,000 compounds, 1.1% hits; in the data active = binding response below about 67% or above about 130%
NALP1 yeast inh = NALP1 inhibition; S. cerevisiae NALP1/ASC/caspase-1 growth, X-gal OD620, 72 h; inhibition, % at 10 µM; 280,000 compounds, 0.61% hits; in the data active = inhibition mostly above about 24%, no sharp cut-off; inactive = mostly below about 32%; note: some compounds called inactive have numbers as strong as hits
GPR7 antag = blocks human GPR7 receptor signaling. GPR7-expressing cells, fluorescence antagonist assay. AID 1861. inhibition, % at 4.4 µM. 290,000 compounds, 1.1% hits; in the data active = inhibition above about 16%, passing the limit was not always enough;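 note: cells stimulated with the agonist NPW; 0% = agonist with vehicle and 100% = vehicle without agonist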
Target sequence (P48145 whole entry, looked up): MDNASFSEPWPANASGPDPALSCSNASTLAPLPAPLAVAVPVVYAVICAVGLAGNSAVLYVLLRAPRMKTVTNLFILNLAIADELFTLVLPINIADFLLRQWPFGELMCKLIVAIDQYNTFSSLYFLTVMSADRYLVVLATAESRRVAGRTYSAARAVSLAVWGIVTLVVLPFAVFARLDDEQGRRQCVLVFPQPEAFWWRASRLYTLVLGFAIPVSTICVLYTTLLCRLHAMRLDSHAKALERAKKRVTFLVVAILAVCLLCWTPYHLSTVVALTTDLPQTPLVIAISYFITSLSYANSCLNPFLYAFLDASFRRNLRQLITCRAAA
GalR3 antag = human GalR3 antagonism; HEK293 GalR3-CNG cAMP membrane potential fluorescence; galR3 body fused to GalR1 C-terminus; inhibition, % at 3 µM; 360,000 compounds, 0.44% hits; AID 651719;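 active = inhibition above the screen-wide average plus 3 SD, cut at about 13% in these data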;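 note: forskolin and galanin both at EC90 stimulate the cells; cAMP rise reported by CNG channel membrane potential dye signal; 0% = forskolin plus galanin with DMSO and 100% = forskolin alone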
Target sequence (O60755 1-299 limits assumed): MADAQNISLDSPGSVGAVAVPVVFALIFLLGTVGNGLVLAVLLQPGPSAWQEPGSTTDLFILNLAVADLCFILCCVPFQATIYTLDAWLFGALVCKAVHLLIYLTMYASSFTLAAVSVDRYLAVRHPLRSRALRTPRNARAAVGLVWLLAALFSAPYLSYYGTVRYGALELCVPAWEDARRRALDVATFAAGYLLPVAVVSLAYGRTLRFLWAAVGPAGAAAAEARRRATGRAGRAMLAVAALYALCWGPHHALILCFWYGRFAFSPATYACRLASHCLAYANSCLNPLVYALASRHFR
OXTR agonist = agonists of human oxytocin receptor | P30559 | CHO-OTR cells, Fluo-8 calcium fluorescence; normalized: DMSO 0%, oxytocin 100% | activation, % at 3 µM | 320,000 compounds, 0.32% hits | AID 2435;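 active = activation above the mean of all tested compounds plus 3 SD, cutoff set per screening run, cut at about 20% in these data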;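 note: peak over basal fluorescence ratio from a 100 s FLIPR kinetic read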
V1R ag counter = counter-screen for oxytocin receptor agonists: human V1a receptor agonists | 320,000 compounds, 0.25% hits | AID 2797 | CHO-V1R cells, Fluo-8 calcium fluorescence, agonist mode; 0% DMSO, 100% 3 nM vasopressin | P37288 | activation, % at 3 µM;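 active = activation above the mean activation of all tested compounds plus 3 SD, per screening run, cut at about 20% in these data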;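 note: signal is peak over basal fluorescence ratio across a 100 second FLIPR read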
Target sequence (P37288 whole entry, looked up): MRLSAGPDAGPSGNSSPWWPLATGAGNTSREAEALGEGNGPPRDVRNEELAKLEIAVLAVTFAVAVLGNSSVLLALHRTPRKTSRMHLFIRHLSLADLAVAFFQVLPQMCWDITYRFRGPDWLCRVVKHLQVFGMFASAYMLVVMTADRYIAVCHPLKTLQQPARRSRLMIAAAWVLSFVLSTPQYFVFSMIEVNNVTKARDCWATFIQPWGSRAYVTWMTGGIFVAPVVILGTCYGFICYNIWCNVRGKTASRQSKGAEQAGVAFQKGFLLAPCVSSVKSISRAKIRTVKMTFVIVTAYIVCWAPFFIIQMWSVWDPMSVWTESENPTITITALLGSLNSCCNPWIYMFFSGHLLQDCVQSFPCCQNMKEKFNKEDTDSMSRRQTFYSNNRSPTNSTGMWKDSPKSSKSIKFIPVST
MEKK2 mut-MEK5 = signal of MEK5 binding to mutant human MEKK2 PB1 domain | bead flow cytometry, Alexa488-MEK5 binding to MEKK2 mutant | percent response, % at 10 µM | 290,000 compounds, 0.35% hits | AID 1530; in the data active = percent response above about 24%, passing the limit was not always enough; note: inactives centre near 1; some results filed as inactive read as strong as hits; reference of the scale not given here
PHOSPHO1 inh = inhibitors of human PHOSPHO1 phosphatase; AID 1565; inhibition, % at 13.3 µM; 290,000 compounds, 1.1% hits; recombinant PHOSPHO1, absorbance phosphatase assay; in the data active = inhibition above about 60%
MEKK3 PB1 HTS = modulators (inhibitors or enhancers) of MEK5 binding to human MEKK3 PB1 domain; bead-based flow cytometry, Alexa488-MEK5 binding to MEKK3; actives lie on both sides; 0 = blocked by unlabeled MEK5, 100 = vehicle; binding response (% of control), % at 10 µM; 290,000 compounds, 1.4% hits; AID 1529;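 active = binding response more than 3 SD above or below the average of its plate-row segment, actives on both sides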;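 note: Alexa488 bead fluorescence after subtracting the streptavidin-only scavenger bead signal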
* = called active by the depositor; · = not tested or not shown; & = joins results of further samples; [ ] = remark or other dose. Compounds as they come; 5.4% or so of the library scored in one or more.

SMILES	MEKK2wt PB1 HTS	NALP1 yeast inh	GPR7 antag	GalR3 antag	OXTR agonist	V1R ag counter	MEKK2 mut-MEK5	PHOSPHO1 inh	MEKK3 PB1 HTS
Cc1cccc(/C(N)=N/OC(=O)C23CC4CC(CC(C4)C2)C3)c1	98	59*	-2	-3	-1.6	1.2	-1	-6	98
Cc1cc(N2Cc3ccccc3C2)ccc1C=O	108	6	-15	-2	-1.3	-0.2	6	-12	107
Cc1ccc(S(=O)(=O)Nc2c(NC3CCCCC3)c3ccccc3oc2=O)cc1C	94	14	-15	-8	-1.3	0.1	-1	5	99
COc1ccccc1N1C(=O)CSC1=S	101	1	-14	-4	0.7	-0.3	10	30	100
Cc1c(C(=O)O)nnn1-c1ccccc1	98	6	-13	0	0.6	1.3	3	21	98
CSc1cccc(NC(=S)NN(C)C)c1	60*[inhibitor]	15	-11	-4	-1.4	-0.1	-34	12	68*[inhibitor]
COC(=O)c1cccc(C(=O)N2CCCC(C(=O)c3ccccc3OC)C2)c1 (configuration not stated)	97	13	-1	-3	·	·	-4	31	100
Cc1cnc(C(=O)Nc2ccc(S(=O)(=O)N(C(C)C)C(C)C)cc2)cn1	104	21	-8	-8	-0.9	0.2	5	19	105
COc1ccc(-c2noc(C3CCCN(C(=O)Nc4ccccc4F)C3)n2)cc1 (configuration not stated)	89	11	-5	-1	-2.0	0.5	-5	39	91
O=C(OC1CCOC1=O)c1cccc(S(=O)(=O)N2CCc3ccccc3C2)c1 (configuration not stated)	104	9	-5	3	4.1	5.9	4	-24	100
CC1(C)Cc2nc(-c3ccccc3)nc(SCC(=O)N3CCCC3)c2CO1	95	10	-18	4	-2.3	-0.3	-9	0	95
COc1ccccc1NC(=O)c1ccccc1NC(=O)c1cccs1	100	12	-18	-8	-0.8	-0.3	-1	35	101
O=C(O)c1ccccc1NS(=O)(=O)c1ccc(NNC(=S)Nc2ccc(OC(F)F)cc2)c([N+](=O)[O-])c1	87	8	10	-5	·	·	-12	-28	91
COC(=O)c1cc(CN2CCN(c3ccccc3C)CC2)ccc1O	112	-17	0	-2	-1.8	-1.6	6	19	107
CCC(=O)NC(=S)Nc1ccc(NC(=O)c2ccc(Br)o2)cc1	95	11	18*	-3	-0.4	0.4	-8	25	107
CCCCCN(C(=O)COC(=O)c1ccc(Br)o1)c1c(N)n(CCCC)c(=O)[nH]c1=O	·	10	-2	0	0.0	1.8	·	22	·
CC1CN(CC(=O)NCc2ccc(F)cc2)CC(C)O1 (configuration not stated)	99	3	-7	-7	-0.2	-0.7	-1	10	103
CC(C)CNS(=O)(=O)c1ccc(CCC(=O)NCc2ccncc2)cc1	94	17	1	-4	0.1	1.5	-7	34	91
COc1cccc(NC(=O)Nc2ccc3c(c2)nnn3C)c1	104	-4	-16	-2	2.0	1.2	0	16	113
S=c1[nH]nc(-c2ccncc2)n1/N=C/c1cccc(Cl)c1	99	·	-10	-4	-0.4	0.1	-1	-15	104
CCOc1cc(CC(=O)N[C@@H](CC(C)C)c2ccccc2N2CCCCC2)ccc1C(=O)O	99&100	0	-8	·	-0.4	1.7	2	44	97&103
O=C(Cc1ccc([N+](=O)[O-])cc1)NCc1ccccn1	88	14	-8	-3	-0.7	-0.3	-12	37	103
COc1cccc(CN2CCN(Cc3nc(-c4cccs4)oc3C)CC2CCO)c1 (configuration not stated)	114	19	-17	0	-0.7	0.2	10	57	106
Cc1cccc(-n2c(=O)cc(N3CCN(c4ccc(F)cc4)CC3)[nH]c2=O)c1	103	8	-6	-2	1.1	1.9	-1	10	99
Cc1ccc(NC(=O)CCCSc2ccccc2)cc1S(=O)(=O)N1CCOCC1	99	-11	0	-1	4.7	3.8	-1	8	109
O=C(NCc1ccccc1)N1CCOc2ccccc21	108	2	-1	-7	·	·	2	34	107
Cc1ccccc1C(=O)Nc1cccc(NC(=O)c2ncn[nH]2)c1	98	8	-6	-4	-0.3	1.2	-3	9	98
O=c1[nH]c2ccccc2c(O)c1Cc1ccccc1	96	0	22*	-5	-0.2	0.8	-9	1	100
Cc1c(Cc2ccccc2)c(=O)oc2cc(OCC(=O)NCC(O)c3ccccc3)ccc12 (configuration not stated)	100	4	-3	0	5.5	8.8	2	43	105
CC(=O)c1c(C)[nH]c(C(=O)N(C)CC(=O)Nc2ccc(Cl)c(C(F)(F)F)c2)c1C	102	5	-8	-1	1.1	0.4	-1	-9	101
Cc1cc(NC(=O)CSc2nnc(CNC(=O)c3c(F)cccc3F)o2)no1	107	-1	-21	1	0.4	1.7	7	41	104
CCOC(=O)c1ccc(NC(=S)N2CCSC2c2c(F)cc(F)cc2F)cc1 (configuration not stated)	120	21	-6	-2	7.1	8.2	2	-18	98
O=C(NCc1ccco1)C(c1ccccc1)N(C(=O)Cc1cccs1)c1cccnc1 (configuration not stated)	99	3	-11	-4	-1.4	-0.9	-5	42	96
CSc1ccccc1NC(=O)CN(C)Cc1cccc(Cl)c1	105	6	-9	3	-0.7	-0.3	0	20	107
Cc1ccc(CN2CCN(Cc3cnc(C)s3)CC2CCO)o1 (configuration not stated)	100	16	-14	-3	1.0	-0.3	-1	32	101
Cc1ccc(C(=O)O)cc1NC(=O)C1=CSCCO1	102	13	-10	1	-0.6	-0.4	3	55	103
CC(=O)NC(N(C#N)c1nc(Cl)nc(N(C)C)n1)C(Cl)(Cl)Cl (configuration not stated)	113	2	-11	0	0.2	0.8	23	37	125
Cc1nc(NC(=O)c2ccccc2)sc1-c1csc(Nc2cccc(Cl)c2)n1	105	12	-7	·	-0.7	1.2	6	-40	107
COc1ccc2cc(C(=O)N3CCCCCC3)sc(=O)c2c1OC	102	-5	2	-2	6.8	8.9	8	13	102
Cc1ccc(CNS(=O)(=O)c2ccc3c(c2)NC(=O)CS3)cc1	102	-4	-18	-6	2.0	4.4	10	-11	102
CC(=O)c1cccc(OCCN2C(=O)NC(C)(C)C2=O)c1	100	13	-5	-4	0.8	0.8	2	-40	103
CC(=O)NCCNC(=O)c1ccc(CSc2ccc(Cl)cc2)cc1	80	29	3	-8	3.4	2.4	-13	24	64
O=C(CN(C(=O)Cn1nnc(-c2ccc(F)cc2)n1)c1cccc(F)c1)NC1CCCC1	99	-3	-7	-10	2.1	3.1	-2	36	100
N#Cc1ccc(-c2csc(-c3ccno3)n2)cc1	100	-4	-10	6	-2.5	-1.6	-11	-3	98
CCC(SC1=Nc2ccccc2C2=NC(CC(C)C)C(=O)N12)C(=O)Nc1ccc2c(c1)OCO2 (configuration not stated)	100	15	-4	6	-2.5	-0.9	0	-1	100
O=C(CSc1nnc2c(n1)[nH]c1ccc(F)cc12)N1CCOCC1	94	5	1	-2	0.7	0.9	-6	24	99
COc1cccc(C(=O)Nc2c(C(N)=O)oc3ccccc23)c1	101	43	-8	-1	2.0	1.4	8	-6	106
CCC(=O)Nc1c(C#N)c2nc3ccccc3nc2n1-c1ccccc1C	96	-1	-10	-3	-0.3	-0.1	3	-11	102
Cc1nn(CC(=O)NCCCN2CCCCC2)c(=O)c2cccn12	99	1	-10	-1	-0.2	0.7	6	34	98
C#CCOCCOCCOCCNc1nc(N2CCN(C(=O)[C@H](Cc3cc4ccccc4[nH]3)n3cc([C@@H](N)C(C)CC)nn3)CC2)nc(N2CCN(C(=O)[C@H](Cc3cc4ccccc4[nH]3)n3cc([C@@H](N)CC(C)C)nn3)CC2)n1 (some centres not stated)	205*	14	26	·	-1.4	-0.1	13	9	99
COc1ccc(N/C(=C/[N+](=O)[O-])SC)cc1	98	-1	-7	-6	-0.5	0.4	-7	-12	104
CCC(=O)N/C(=N/c1nc(C)cc(C)n1)Nc1ccc(OC)cc1	100	-1	35*	1	-1.8	-0.3	-2	-17	106
COc1ccc(C2CC(=O)c3cnc(NC(=O)c4ccccc4OC)nc3C2)c(OC)c1 (configuration not stated)	100	-1	-13	-3	-2.5	-1.0	0	-17	100
Cc1nn(-c2ccccc2)c2[nH]c(=O)c(CNCC3CCCO3)cc12 (configuration not stated)	99	7	1	-3	0.7	1.2	3	-1	94
COc1ccccc1NC(=O)COc1ccc(/C=N/NS(=O)(=O)c2ccc(C)cc2)cc1	96	-15	-13	-5	-0.4	2.0	1	-8	100
NC(=O)[C@H]1CC2(CC(c3cccc(NC(=O)[C@H]4CCC(=O)N4)c3)=NO2)CN1C(=O)c1ccccc1 (some centres not stated)	101	-8	·	-1	0.8	1.1	-5	26	89
CCCC(=O)Nc1cccc(-c2cn3cccnc3n2)c1	87	8	68*	-4	1.1	0.5	-12	-8	87
O=C1CCCC(O)=C1N=Nc1c(Cl)cc(Cl)cc1Cl	94	10	9	-3	-1.2	0.7	5	-6	106
Cc1ccc(C=NCc2ccncc2)c(O)c1	99	8	2	-1	0.4	0.0	4	-5	99
Cc1ccc(Sc2cc(C)nc(-c3ccccn3)n2)cc1	99	·	-19	-1	-3.0	-0.3	-2	8	100

Filtered by structure: those above containing bromine
SMILES	MEKK2wt PB1 HTS	NALP1 yeast inh	GPR7 antag	GalR3 antag	OXTR agonist	V1R ag counter	MEKK2 mut-MEK5	PHOSPHO1 inh	MEKK3 PB1 HTS
CCC(=O)NC(=S)Nc1ccc(NC(=O)c2ccc(Br)o2)cc1	95	11	18*	-3	-0.4	0.4	-8	25	107
CCCCCN(C(=O)COC(=O)c1ccc(Br)o1)c1c(N)n(CCCC)c(=O)[nH]c1=O	·	10	-2	0	0.0	1.8	·	22	·

The list goes on:
SMILES	MEKK2wt PB1 HTS	NALP1 yeast inh	GPR7 antag	GalR3 antag	OXTR agonist	V1R ag counter	MEKK2 mut-MEK5	PHOSPHO1 inh	MEKK3 PB1 HTS
CCOc1ccc(CCNC(=O)CS(=O)Cc2nc(-c3ccc(C)cc3)oc2C)cc1OCC (configuration not stated)	99	19	-9	4	-1.1	1.4	-3	32	98
O=C(/C=C/c1ccccc1)NCCc1ccc2c(c1)OCCO2	108	32	-2	-4	0.2	1.3	11	1	104
COc1ccc(-c2coc3cc4oc(=O)cc(C)c4cc23)cc1F	104	28	-15	-8	-1.6	0.0	5	31	102
CC1=NN(C(=O)c2ccc(Cn3nc(C)c([N+](=O)[O-])c3C)o2)C(O)(C(F)(F)F)C1 (configuration not stated)	105	21	0	-2	1.8	2.6	-1	4	104
Cc1ccc(-n2nc3ccc(NC(=O)c4ccc5c(c4)OCO5)cc3n2)cc1	125	3	-13	-3	0.0	0.3	11	1	95
CC(NC(=O)c1ccccc1Cl)C1CC2CCC1C2 (configuration not stated)	98	21	-4	-5	-1.0	-0.8	-4	41	98
CCN1CCSc2ccc(C(=O)NCc3ccccc3Br)cc21	99	-2	-9	·	-1.9	-0.7	-2	-93	99
COC(=O)CSc1nnc(-c2ccncc2)o1	105	4	-1	-6	0.7	0.1	3	24	104
COc1ccc(C(c2nnnn2Cc2ccccc2)N2CCN(c3ccccc3)CC2)cc1 (configuration not stated)	93	22	15	-2	-1.7	-1.1	-1	-3	92
Cc1oc(-c2ccc(Cl)cc2)nc1CN1CCCC(C(=O)N2CCOCC2)C1 (configuration not stated)	103	16	-12	-6	-0.6	1.3	0	-2	98
Cc1cc(-c2c(C)[nH]n(-c3ccc(Cl)cc3)c2=O)n[nH]1	100	-5	6	-6	2.4	-0.1	4	26	101
O=C(CNc1cccc2ccccc12)N/N=C/C=C/c1ccco1	98	-10	-10	-7	-0.9	0.4	4	-68	106

From PubChem
